Bioassay records: PubChem BioAssay, National Center for Advancing Translational Sciences (NCATS)
EPAC2 ag – EPAC2 (human) agonism; EPAC2 activation, biochemical qHTS; response scale: 100% = 6.5 mM cAMP response; AID 720711; Potency, µM (highest dose often 154 µM), for the others: top-dose activation, hits mostly activators; actives 0.079% (n = 360,000); Q8WZA2; further: potency means the concentration at half of the fitted maximal effect; nearly all actives have a fitted effect of over 50% in size
Target sequence (Q8WZA2 whole entry, looked up): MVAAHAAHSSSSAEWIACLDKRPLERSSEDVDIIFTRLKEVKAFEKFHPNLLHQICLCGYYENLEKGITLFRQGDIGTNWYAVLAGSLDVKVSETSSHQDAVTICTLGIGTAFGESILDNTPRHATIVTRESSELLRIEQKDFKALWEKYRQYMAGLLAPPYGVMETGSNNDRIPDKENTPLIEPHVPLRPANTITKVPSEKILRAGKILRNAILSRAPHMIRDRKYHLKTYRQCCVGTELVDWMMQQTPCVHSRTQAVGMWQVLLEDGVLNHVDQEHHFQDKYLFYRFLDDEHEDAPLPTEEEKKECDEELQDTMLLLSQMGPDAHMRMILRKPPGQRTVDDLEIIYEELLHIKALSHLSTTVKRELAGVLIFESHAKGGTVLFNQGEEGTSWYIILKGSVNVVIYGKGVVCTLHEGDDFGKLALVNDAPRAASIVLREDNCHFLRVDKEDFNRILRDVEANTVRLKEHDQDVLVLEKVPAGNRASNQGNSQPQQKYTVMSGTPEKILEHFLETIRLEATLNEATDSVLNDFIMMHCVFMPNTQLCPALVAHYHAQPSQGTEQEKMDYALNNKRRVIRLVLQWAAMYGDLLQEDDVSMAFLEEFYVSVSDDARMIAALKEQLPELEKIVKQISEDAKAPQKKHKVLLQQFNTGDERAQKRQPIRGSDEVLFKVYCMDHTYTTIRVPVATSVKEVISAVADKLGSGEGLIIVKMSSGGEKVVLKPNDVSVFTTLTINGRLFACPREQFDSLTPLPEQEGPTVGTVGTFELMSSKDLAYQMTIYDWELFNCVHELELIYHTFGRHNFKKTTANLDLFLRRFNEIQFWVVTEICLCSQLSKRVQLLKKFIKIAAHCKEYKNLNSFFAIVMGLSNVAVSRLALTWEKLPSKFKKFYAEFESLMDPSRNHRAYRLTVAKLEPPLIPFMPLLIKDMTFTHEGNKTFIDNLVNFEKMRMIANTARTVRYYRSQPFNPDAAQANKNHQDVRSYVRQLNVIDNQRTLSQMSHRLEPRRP
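Each well held 100 nM EPAC2, 250 nM RAP1B-BODIPY-GDP and 50 uM GDP. Fluorescence, read at 5-min intervals to 30 min, was referenced to a 6.5 mM cAMP positive control.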
Nrf2 ARE act – Nrf2 pathway activation; AREc32 ARE-luciferase reporter (MCF7-derived line), luminescence, 24 h; Potency, µM (highest dose often 46.1 µM), for the others: at the top dose activation, hits mostly activators; actives 0.31% (n = 410,000); AID 624171; further: potency means the concentration at half of the fitted maximal effect; % of control where 0% means no effect; nearly all actives have a fitted effect of over 65% in size
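Luminescent ARE reporter assay in AREc32_Fluc cells: overnight plating at 37 deg C, 24 hr compound incubation, Steady-Glo added, 30 min RT before reading.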
EPAC2 antag – blocks human EPAC2 exchange factor; Q8WZA2; Potency, µM (doses to about 114 µM), without a hit: at the top dose activity, negative = inhibition, usual class: inhibitors; EPAC2 GEF exchange of Rap1B-BODIPY-GDP, fluorescence; actives 0.18% (n = 360,000); further: potency means the concentration at half of the fitted maximal effect; on the % scale 0 is the no-effect control and ±100 the full control effect; nearly all actives have a fitted effect of over 45% in size; many of its hits are not listed in these tables
Akt phos inh – blocks phosphorylation of Akt | Neuro2A IGF-stimulated pAkt S473 HTRF, 20 min; stronger effect = lower value | activity change, % for hits at 50 µM | actives 0.32% (n = 360,000) | AID 651550; in the data active means activity change below about -80%; inconclusive means mostly about -51% to -80%; further: on the % scale 0 is the no-effect control and ±100 the full control effect
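Neuro2A cells (4,500/well, DMEM with 0.5% FBS) were treated with compound at a single 50 µM final concentration, stimulated with 6 nM IGF for 20 min at 37 °C, and lysed. Phospho-Akt Ser473 was read by HTRF as 665/615 ratio ×10^4.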
A549 viability – A549 cytotoxicity, counter-screen for Nrf2 inhibitors; A549 ARE-Fluc cells, CellTiter-Fluor viability, 18-24 h; Potency, µM (doses to about 46 µM), for the others: top-dose activity change, negative = cytotoxicity, hits mostly inhibitors; actives 0.16% (n = 390,000); further: potency means the concentration at half of the fitted maximal effect; on the % scale 0 is the no-effect control and ±100 the full control effect
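A549 ARE_Fluc cells in 5% FBS OPTI-MEM were exposed to compounds in concentration-response for 18-24 h at 37 deg C. Viability was read by CellTiter-Fluor fluorescence (Ex 405/Em 525) after 30 min, before the luciferase read.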
CCT modulator – cytosolic chaperonin activity modulation | actives 0.3% (n = 360,000) | AID 651819 | activity change, % (no concentration beside the values), hits read low | purified chaperonin ATPase assay, HTRF ADP detection, 30 min; in the data active means activity change below about -30%; further: on the % scale 0 is the no-effect control and ±100 the full control effect
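Nucleotide hydrolysis assay: TRiC at 20–40 nM final (set by batch activity) with 10 uM ATP, 30 min at 37 °C, in presence of 76 uM compound. Detection by competitive ADP HTRF, 30 min ambient.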
Nrf2 inh – inhibitors of Nrf2 signaling | A549 ARE-Fluc reporter, luciferase luminescence, 18-24 h | Potency, µM (doses to about 46 µM), without a hit: at the highest dose activity change, negative = inhibition, actives largely listed as inhibitors | actives 2.1% (n = 360,000) | AID 504444; further: potency means the concentration at half of the fitted maximal effect; on the % scale 0 is the no-effect control and ±100 the full control effect; nearly all actives have a fitted effect of over 60% in size
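Nrf2 activity is the BugLite luminescence, read 15 min after reagent at room temperature, following CellTiter-Fluor cytotoxicity readout (30 min, 37C). Compound titrations were applied for 18-24 h to 5000 A549 ARE_Fluc cells/well in 5% FBS OPTI-MEM.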
Mm-Cpn inhibitor – inhibitors of Methanococcus maripaludis chaperonin (MmCpn). purified Mm-Cpn ATPase, ADP Transcreener TR-FRET. Potency, µM (top dose mostly 76.9 µM), without a hit: top-dose activity, negative = inhibition, hits mostly inhibitors. actives 0.031% (n = 330,000). AID 504842; further: potency means the concentration at half of the fitted maximal effect; on the % scale 0 is the no-effect control and ±100 the full control effect; nearly all actives have a fitted effect of over 80% in size
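Purified archaeal chaperonin (25 nM final) was preincubated with compound for 10 min at 37°C, then ATP (10 uM final) was added for 30 min at 37°C in Tris pH 7.4/KCl/MgCl2/DTT buffer. ADP was quantified by HTRF Transcreener TR-FRET.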
TGFb SMAD3 inh – inhibitors of TGF-b signaling; Potency, µM (titrated, usually from 46.1 µM), for inactives: at the highest dose activity, negative = inhibition, most hits filed as inhibitors; actives 1.2% (n = 410,000); HepG2 CAGA-GFP TGF-b/SMAD3 reporter, GFP fluorescence, 18 h; TGF-beta stimulated, 500 pg/mL final; further: potency means the concentration at half of the fitted maximal effect; on the % scale 0 is the no-effect control and ±100 the full control effect; nearly all actives have a fitted effect of over 65% in size
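Cell-based qHTS in HEPG2 carrying a CAGA-GFP Smad reporter; compounds added before 500 pg/mL final TGF-beta, 18 h incubation at 37 degrees C, GFP fluorescence quantified per cell by imaging cytometry.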
* marks the source's active call; other numbers are inactive results; i = inactive; ? = inconclusive; nt = not tested or not shown; & = joins results of further samples; [ ] = dose if it differs, or a comment. Unless noted, the call rests on the fitted dose curve; in most records, active means well fitted curve in the direction sought with a large enough effect; inconclusive means small, poorly fitted or top-dose-only effect, or another doubt; inactive means no such curve, though single readings can be large; an effect the other way counts as inactive or inconclusive. Only part of the results is shown; count on the stated rates, not on these rows.

molecule | EPAC2 ag | Nrf2 ARE act | EPAC2 antag | Akt phos inh | A549 viability | CCT modulator | Nrf2 inh | Mm-Cpn inhibitor | TGFb SMAD3 inh
COc1cc(CN(C(C)=O)c2ccccc2C(=O)O)ccc1[N+](=O)[O-] | 2% | 3.5% | 13% | i | -3% | -0.8 | 0% | nt | -2%
CCN(CC(=O)Nc1ccccc1C(F)(F)F)C(=O)c1ccc(-n2nc(C)c(CCC(=O)OC)c2C)cc1 | -2% | 0.4% | 1% | i | 0% | -0.5 | 18% | nt | 8%
CCN(CC)C(=O)CN1C(=O)/C(=C/c2ccccc2)SC1=S | 2% | ? | -5% | i | 0% | -1.4 | 12% | 0% | -9%
Cn1cc([C@@H]2C[C@H]3CN(Cc4cccc(Cl)c4)C(=O)[C@]34CCCN24)c(-c2ccccc2)n1 | 3% | -0.7% | ? | i | ? | 1.1 | 21µM* | -6% | ?
COc1ccc(N2C(=O)CC(Sc3nccc(C)n3)C2=O)cc1 (stereo not given) | -17% | 0.0% | 8% | i | 13% | 0.2 | 11% | 0% | -2%
Cc1cc(OC(C)C(=O)Nc2c(C(=O)c3ccc(F)cc3)oc3ccccc23)ccc1Cl (stereo not given) | nt | 0.4% | nt | nt | 2% | nt | 7% | nt | -2%
CC1CN(C(=O)CN2C(=O)c3ccccc3C2=O)CC(C)O1 (stereo not given) | 10% | -0.6% | 8% | i | -1% | -6.7 | nt | 0% | ?
COc1ccc(-c2nnn(CC(=O)NCCc3ccc(OC)c(OC)c3)n2)cc1 | -7% | -1.0% | 11% | i | 1% | 5.2 | -20% | 2% | -3%
CN(C)NC1=CC(=[N+]2CCCC2)CC(C)(C)C1 | -1% | 0.0% | -1% | i | 3% | -1.9 | -14% | -4% | 20%
COC(=O)c1cc(NS(=O)(=O)c2ccc(N3CCOCC3)c(NC(C)=O)c2)cc(C(=O)OC)c1 | 1% | -0.3% | 3% | i | -16% | -1.3 | 7% | -1% | 6%
COc1cc2c(cc1OC)/C(=C/C(=O)c1ccccc1)NCC2 | 7% | 0.6% | -9% | i | -12% | -3.5 | ? | 0% | -4%
Cc1cc(C)cc(-n2c3ccc(NC(=S)NC4CCCCC4)cc3c(=O)n2C)c1 | 13% | -1.0% | -3% | i | nt | -1.4 | nt | nt | -13%
O=C(O)c1cccc(N2CCCC2=O)c1 | 11% | -0.3% | -5% | i | 16% | -2.5 | 11% | 0% | 28%
COc1cc(S(=O)(=O)NCc2ccncc2)c(OC)cc1C | 3% | -0.3% | 1% | i | -1% | -2.5 | ? | ? | -22%
CCc1ccc(C(=O)CN2C(=O)NC3(CCc4ccccc43)C2=O)cc1 (stereo not given) | 18% | -0.2% | -15% | i | 2% | -1.6 | 7% | 1% | -9%
C=CCn1c(SCC(=O)Nc2nnc(C)s2)nnc1C1CC1 | -3% | 2.0% | -1% | i | 1% | -1.3 | 3% | -3% | 21%
Cc1cc(=O)[nH]c(SCC(=O)Nc2ccc(S(=O)(=O)N3CCOCC3)cc2)n1 | 3% | -0.4% | -5% | i | -9% | 0.4 | -22% | 2% | 38%
CC(=O)Nc1ccc(S(=O)(=O)N(c2cccnc2)S(=O)(=O)c2ccc(NC(C)=O)cc2)cc1 | -3% | -0.6% | 16% | i | -8% | 0.6 | 22% | 5% | 0%
CCN1C(=O)c2cccc3c(S(=O)(=O)NCc4ccccn4)ccc1c23 | 2% | 0.5% | -4% | i | 23% | -1.2 | nt | -7% | 6%
COc1ccc(Cl)cc1C=CC=Nc1ccccc1O | 4% | 10µM* | 11% | i | -7% | -0.3 | -7% | nt | ?
Cc1ccc(NC(=O)COC(=O)c2csc3c2CCC(C)C3)cc1S(=O)(=O)N1CCCCC1 (stereo not given) | 0% | 0.0% | -6% | i | 0% | -2.2 | ? | 1% | -18%
CC(C)C(=O)N1CCN(CCN=CC2=C(O)CC(c3ccco3)CC2=O)CC1 (stereo not given) | 1%&8% | 0.2%&0.5% | 9%&-3% | i | -10%&-13% | 0.0&-0.8 | 5%&-17% | -4% | 8%&22%
CN(Cc1nc(-c2cnccn2)no1)Cc1cccc2ccccc12 | 9% | 2.9% | 6% | i | 2% | -0.2 | -49% | -2% | -7%
COc1ccccc1C(=O)Nc1ccc(S(=O)(=O)N(C)c2ccccc2)cc1 | 18% | -0.2% | -4% | i | -5% | -2.3 | ? | nt | -3%
COc1cc(CCC(=O)OCC(=O)c2ccc[nH]2)cc(OC)c1OC | 10% | -1.0% | 1% | i | 0% | -2.8 | 10% | 0% | -10%
CC(C1CC2CCC1C2)n1c(-c2ccco2)n[nH]c1=S (stereo not given) | -8% | -0.3% | -23% | i | -4% | -3.1 | -25% | 0% | ?
COc1ccc(C)cc1NC(=O)Cn1c(=O)c(C(F)(F)F)nc2ccccc21 | nt | 0.9% | nt | nt | 2% | nt | ? | nt | -13%
Cc1ccc2nsnc2c1NC(=S)NC(=O)c1ccco1 | 11% | 6.3µM* | 0% | i | 2% | 0.3 | 4% | -5% | ?
COC(=O)C(Cc1ccccc1)P(=O)(c1ccccc1)c1ccccc1 (stereo not given) | 5% | 0.7% | 6% | i | -1% | 0.3 | 8% | -2% | -17%
C/C(=N/NC(=O)CNC(=O)c1cccnc1)c1ccc(Cl)cc1 | -4% | -0.9% | 4% | i | -10% | -1.3 | ? | 0% | -12%
COC(=O)Nc1ccc(S(=O)(=O)Nc2cc(OC)nc(OC)n2)cc1 | 11% | -0.8% | 7% | i | -6% | -2.6 | -2% | 0% | 6%
Cc1ccccc1-c1csc(C(O)c2ccccc2)n1 (stereo not given) | 8% | 3.3% | ? | i | nt | -0.5 | nt | nt | 9%
O=C(CSc1ccc(Br)cc1)NCC(c1ccco1)N1CCCCC1 (stereo not given) | -1% | 1.5% | -1% | i | -13% | -0.3 | 0% | 1% | -11%
O=c1[nH]cnc2c1ncn2C1OC(CO)C(O)C1O (stereo not given) | 4% | 0.1% | -14% | nt | 1% | -0.3 | ? | nt | -8%
CC(C)[C@H](NC(=O)c1ccc(Cl)c([N+](=O)[O-])c1)C(=O)NCc1ccc(F)cc1 | 0% | 5.0% | 1% | i | -14% | 0.5 | 1% | 1% | ?
O=C(COc1nc2ccccc2nc1N1CCOCC1)NC1CCCCC1 | 16% | -0.5% | -7% | i | 2% | -4.3 | 5% | -2% | -21%
Cn1c(=O)c2c(nc(/C=C/c3cccc(Cl)c3)n2C)n(C)c1=O | -5% | 0.0% | -18% | i | -1% | -0.7 | -4% | nt | 1%
O=C(NCc1ccc(F)cc1)c1cc(C(=O)C2CC2)c[nH]1 | 4% | 0.3% | 16% | i | -3% | -2.0 | -25% | 0% | 5%
N#Cc1ccc(C(=O)Nc2cc(C3CC3)nn2-c2ccccc2)cc1 | 6% | -0.6% | 2% | i | 6% | -4.5 | -7% | 0% | -5%
CCOC(=O)CC1C(=O)NCCN1C(=O)c1ccc(C)cc1 (stereo not given) | -2% | 0.1% | -8% | i | -3% | 0.4 | -6% | 1% | -3%
COCCNC(=O)C1CCCN(C(=O)c2oc3ccccc3c2C)CC1 (stereo not given) | 11% | 0.8% | 5% | i | nt | -1.0 | nt | nt | -3%
CCCOC(=O)c1ccc(NC(=O)c2ccc(Br)o2)cc1 | 18% | 4.1% | -17% | i | 1% | 0.7 | -11% | 0% | -12%
Nc1c(C(=O)NCc2cccnc2)sc(=S)n1-c1ccccc1 | 14% | 0.2% | -3% | i | 10% | 0.2 | -11% | -1% | 5%
NC(=O)C1CCN(c2ccc3c(c2)S(=O)(=O)c2ccccc2C3=O)CC1 | -49%[inhibitor] | 5.9% | 2% | i | -5% | -0.4 | ? | nt | 5%
Cc1ccc(Cc2c(C)c(C#N)c3[nH]c4ccccc4n3c2=O)cc1 | 1% | 0.3% | -6% | i | ? | 0.1 | ? | 1% | ?
O=C(O)c1c(Cl)nc2ccccn12 | 3% | -0.2% | 5% | i | -1% | -1.1 | -9% | -3% | 0%
CC(C)c1nc2sc3c(SCC(=O)NCc4ccco4)ncnc3c2c2c1CCC2 | -21% | 4.3% | -5% | -95%* | -4% | -3.7 | ? | -9% | -3%
O=C(/C=C/c1ccccc1)Nc1nc(-c2ccncc2)cs1 | -7% | 7.2% | -10% | i | ? | 2.5 | 13µM* | -2% | -3%
CSc1ccc(S(=O)(=O)N2CC(=O)Nc3ccccc32)cc1 | 8% | -0.4% | -1% | i | 13% | -1.6 | -4% | -1% | -5%
CCOC(=O)Cn1cc(C(=O)C2CC2)c2ccccc21 | -2% | 0.0% | 7% | i | 1% | 0.1 | -21% | 0% | -2%
CCOC(=O)C(/C=N/c1cc(C)nn1-c1ccccc1)=C(\C)O | -1% | 0.3% | 2% | -110%* | -8% | -0.8 | 8% | 2% | 0%
CCOCCCNC(=O)CN(Cc1ccc(Cl)cc1)S(C)(=O)=O | 4% | -0.6% | 5% | i | 10% | -2.8 | nt | 1% | 1%
Cc1cc2c(cc(C(=O)NCc3cccnc3)n2Cc2ccc(Cl)cc2)o1 | 19% | -0.4% | -2% | i | 1% | -5.3 | ? | 0% | -17%
